Bioassay records from PubChem.
VCAM1 TNFa inh – reduces TNF alpha induced VCAM1 expression in HUVEC. HUVEC TNFa-induced VCAM-1 immunofluorescence, high-content imaging. inhibition, % at 2 µM. hit rate 0.48% among 95,000;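 active = inhibition above the batch mean plus 3 SD, with images confirmed as a hit by eye, cut at about 37% in these data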;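 also: 0% = TNF-stimulated DMSO wells and 100% = unstimulated control wells; not every result past the cut was called active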
CYP2C9 act – CYP2C9 (human) activation; P11712; hit rate 1.4% among 96,000; activation factor at 5 µM; recombinant CYP2C9, luciferin-H conversion, luminescence; stronger effect = higher value; factor 1 = untreated enzyme, 0 = blocked;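 active = activation factor of 2 or more for CYP2C9 at a 5 µM dose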;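 also: 0 = sulfaphenazole-blocked wells and 1 = vehicle-only wells; values of inactives mirror those of a sister screen read the other way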
TNFa cytotox – toxic to HUVEC cells under TNF alpha stimulation. HUVEC TNFalpha-stimulated, Hoechst cell count, imaging. cell count reduction, % at 2 µM. hit rate 0.17% among 93,000;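 active = cell count reduction exceeding the screen mean by over 5 SD, scaled to untreated wells per plate, cut at about 78% in these data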;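 also: cells counted after 24 h of TNF alpha exposure following the 1 h pretreatment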
hDAT+cocaine – modulates human dopamine transporter uptake under cocaine; LLC-PK1 hDAT cells, [14C]-dopamine uptake with cocaine IC80; actives deviate in either direction; hit rate 1.3% among 110,000; Q01959; B-score at 10 µM;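 active = Z score or B-score, a plate-position-corrected score, falls beyond the plate's 99.7% confidence bounds, in either direction; inactive = both scores lie inside the 99.7% bounds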;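 also: scored against the spread of the other compound wells on the same plate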
Target sequence (Q01959 whole entry, looked up): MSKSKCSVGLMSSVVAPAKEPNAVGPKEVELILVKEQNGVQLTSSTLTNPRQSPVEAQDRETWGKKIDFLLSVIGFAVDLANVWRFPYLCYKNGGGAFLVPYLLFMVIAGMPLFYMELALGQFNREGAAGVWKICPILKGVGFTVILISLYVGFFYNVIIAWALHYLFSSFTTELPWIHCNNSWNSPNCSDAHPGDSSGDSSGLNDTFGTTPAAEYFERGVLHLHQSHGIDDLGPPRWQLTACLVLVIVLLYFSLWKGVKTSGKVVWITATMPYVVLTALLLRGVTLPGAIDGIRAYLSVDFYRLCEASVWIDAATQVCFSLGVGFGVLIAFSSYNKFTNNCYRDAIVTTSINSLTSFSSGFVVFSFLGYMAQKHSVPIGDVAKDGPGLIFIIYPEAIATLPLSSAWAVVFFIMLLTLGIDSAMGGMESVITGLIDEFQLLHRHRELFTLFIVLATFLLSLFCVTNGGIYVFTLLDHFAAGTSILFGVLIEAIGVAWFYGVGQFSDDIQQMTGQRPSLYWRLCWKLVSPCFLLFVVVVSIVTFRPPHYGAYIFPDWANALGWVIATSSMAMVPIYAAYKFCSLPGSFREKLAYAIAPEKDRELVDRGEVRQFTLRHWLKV
CYP2C19 activ – activators of human cytochrome P450 2C19. P33261. recombinant CYP2C19, luciferin-H EGE luminescence; stronger effect = higher value; 0 = fully inhibited enzyme, 1 = untreated enzyme. activation factor at 5 µM. 96,000 tested, under 10 active. AID 1025;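 active = activation factor of at least 2 at 5 µM in the primary screen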;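 also: 0 = wells with 2.5 mM tranylcypromine and 1 = vehicle-only wells; values of inactives mirror those of a sister screen read the other way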
Target sequence (P33261 whole entry, looked up): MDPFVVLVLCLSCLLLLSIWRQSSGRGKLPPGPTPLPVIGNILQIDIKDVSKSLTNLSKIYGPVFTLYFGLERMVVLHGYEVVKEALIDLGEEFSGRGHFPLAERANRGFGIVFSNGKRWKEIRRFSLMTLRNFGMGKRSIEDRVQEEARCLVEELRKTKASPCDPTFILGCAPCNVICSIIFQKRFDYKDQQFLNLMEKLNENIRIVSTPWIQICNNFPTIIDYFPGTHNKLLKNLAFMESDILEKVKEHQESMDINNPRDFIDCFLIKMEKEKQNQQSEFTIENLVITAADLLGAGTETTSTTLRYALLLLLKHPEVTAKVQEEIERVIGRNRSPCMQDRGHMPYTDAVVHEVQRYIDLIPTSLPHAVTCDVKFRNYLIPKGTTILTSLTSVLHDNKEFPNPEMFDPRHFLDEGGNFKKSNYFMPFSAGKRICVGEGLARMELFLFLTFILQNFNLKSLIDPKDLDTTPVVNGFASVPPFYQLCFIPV
Calb biofilm kill – kills Candida albicans biofilms; C. albicans biofilm + clotrimazole, Alamar Blue; inhibition, % at 6 µM; hit rate 0.14% among 85,000;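 active = inhibition above 20%; inactive = inhibition below 20%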;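 also: preformed 24 hr biofilms exposed to compound for 48 hr; 0% = biofilm without compound and 100% = blank killed by clotrimazole plus chlorhexidine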
CYP2C19 inhib – inhibitors of human CYP2C19; AID 778; CYP2C19 Supersomes, luciferin-H EGE luminescence, 30 min; hit rate 21% among 96,000; P33261; inhibition, % at 5 µM;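 active = CYP2C19 inhibition above a set limit at 5 µM in the primary screen, cut at about 50% in these data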;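 also: plate controls were negative control wells for no effect and 2.5 mM tranylcypromine positive control for full effect; values of inactives mirror those of a sister screen read the other way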
IL1B cytotox – HUVEC cytotoxicity counter-screen, IL-1B stimulated; cell count reduction, % at 2 µM; HUVEC cell count loss, Hoechst imaging; AID 845; hit rate 0.41% among 94,000;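 active = cell count reduction more than 3 SD above the screen-wide mean, cut at about 70% in these data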;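 also: normalized per plate to untreated control cells as the no-loss baseline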
CYP2C9 inh – human CYP2C9 inhibition; P11712; CYP2C9 Supersomes, luciferin-H conversion, luminescence; inhibition, % at 5 µM; hit rate 20% among 96,000; AID 777;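 active = blocking of liver enzyme CYP2C9 beyond about 50% at 5 µM, limit read from the data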; also: values of inactives mirror those of a sister screen read the other way
An asterisk follows results filed as active; . = no result given.

SMILES	VCAM1 TNFa inh	CYP2C9 act	TNFa cytotox	hDAT+cocaine	CYP2C19 activ	Calb biofilm kill	CYP2C19 inhib	IL1B cytotox	CYP2C9 inh
Cc1cc(NCCCN2CCOCC2)n2nc(C)c(-c3ccc(F)cc3)c2n1	11	0.6	-21	0.7	0.8	-4	16	7	45
COc1ccc(S(=O)(=O)N(CC(=O)N2CCN(C)CC2)c2ccccc2)cc1OC	1	1.2	10	-0.34	1.1	4	-5	-55	-21
CCOC(=O)c1sc(NC(=O)c2cc3c(C)nn(-c4ccccc4)c3s2)nc1C	.	1	.	.	1	5	-4	.	4
COc1ccc(C)cc1S(=O)(=O)N(CC(N)=O)Cc1ccccc1	.	0.7	.	-0.075	0	4	99*	-53	33
O=c1cc(CN2CCN(S(=O)(=O)c3ccc4c(c3)OCCO4)CC2)c2ccc(O)cc2o1	-8	0.3	-8	0.59	1.1	.	-10	2	66*
O=C1CCCN1CN1CCCCC1	13	1.1	-14	0.023	1.2	-6	-19	.	-9
CC(C)C(=O)Nc1c2c(nc3c1CCC3)CCCC2	-4	1	3	-1.4	1	8	-4	-27	0
CCN(CC)C(=O)CSc1ncnc2c1cnn2Cc1ccccc1	11	1.2	-20	1.5	0.9	9	10	-18	-19
Cc1cccc(NC(=O)C2CCCN2C(=O)Oc2ccccc2)c1 (stereo unspecified)	0	0.4	-11	-0.4	0.1	5	88*	5	57*
Cc1c(/C=N/n2cnnc2)c2ccccc2n1CCOc1ccccc1	5	0.5	-31	-0.69	0.2	8	79*	-10	45
CC1CCC(C(C)C)C(OC(=O)C2=C3c4ccccc4S(=O)(=O)N3CC2)C1 (stereo unspecified)	-6	.	-14	-0.09	.	8	.	3	.
O=C(Nc1ccc(-c2nc3ccccc3o2)cc1)c1cc(-n2cnnc2)ccc1Cl	16	.	-18	1.4	.	5	.	-16	.
Cc1ccc(CN(c2ccc(C(=O)Nc3cccnc3)cc2)S(C)(=O)=O)cc1	7	0.3	-9	0.87	0.1	0	91*	-29	74*
O=C(C1CC(c2cccc(Br)c2)=NO1)N1CCc2ccccc2C1 (stereo unspecified)	2	1.5	3	0.0083	0.7	7	28	-16	-46
CCn1c(=O)cc(OCC(=O)Nc2cccc(C)n2)c2ccccc21	10	1	-29	-0.056	0.8	-2	23	-44	-4
Cc1cc(C(=O)NCc2ccco2)no1	4	1	1	0.014	0.8	7	18	-24	2
CC1C(C(=O)Nc2ccccc2)CCCC1(C)C(=O)O (stereo unspecified)	5	0.9	15	0.17	1	7	-5	.	10
CCOc1ccc(NC(=O)Cn2nnc(C(=O)NCCc3ccc(OC)c(OC)c3)c2N)cc1	-1	0.2	-7	0.26	0.7	6	32	.	79*
Cc1ccc2cc(CCNC(=O)c3ccc(Br)o3)c(=O)[nH]c2c1	0	0.6	65	.	0.5	10	54*	17	37
Cn1c(SCc2nc3ccccc3[nH]2)nnc1-c1cccs1	41	0.8	61	1.2	0.2	2	78*	-8	20
CCOC(=O)N1CCN(C(=O)COc2ccc(Br)cc2)CC1	-2	1	-24	0.27	0.4	9	59*	-22	-4
Cc1cccc(Sc2nc(-c3ccccc3)ccc2C#N)c1	14	0.8	-12	-0.59	0.9	.	12	-24	21
O=C(Nc1ccc(S(=O)(=O)N2CCOCC2)cc1)C1COc2ccccc2O1 (stereo unspecified)	15	0.8	19	0.91	1	2	3	6	16
COC(=O)c1cc(C(=O)Nc2cc(C)ccn2)cc([N+](=O)[O-])c1	18	0.7	-19	0.021	0.9	.	13	-17	26
O=C(CSc1nnc(-c2cccs2)n1-c1ccccc1)N1CCCc2ccccc21	10	0.1	-6	0.11	0.5	1	49	-33	85*
CN1CC(=O)N(CC(=O)NCc2ccc(F)cc2)c2ccccc2C1=O	-6	0.9	-1	-0.57	0.9	0	12	3	7
COc1cc(CNc2ccc3[nH]c(=O)[nH]c3c2)ccc1OCC(=O)NC(C)(C)C	.	0.6	.	0.47	0.8	4	21	.	38
CCN1CCCC1CNC(=O)Cn1cccc1C(=O)c1ccccc1C (stereo unspecified)	-4	0.9	-29	-0.79	0.8	0	21	-10	15
Cc1onc(-c2ccccc2)c1C(=O)NCC1CCCO1 (stereo unspecified)	4	1	-7	-0.38	1	4	5	-12	0
CC(C)(C)NCC(O)COc1ccccc1C(=O)CCc1ccccc1 (stereo unspecified)	21	0.9	6	-0.24	0.9	6	10	.	5

CYP2C9 inh: hit marks shown above
| Molecule | VCAM1 TNFa inh | CYP2C9 act | hDAT+cocaine | CYP2C19 activ | CYP2C19 inhib | CYP2C9 inh |
| --- | --- | --- | --- | --- | --- | --- |
| O=c1cc(CN2CCN(S(=O)(=O)c3ccc4c(c3)OCCO4)CC2)c2ccc(O)cc2o1 | -8 | 0.3 | 0.59 | 1.1 | -10 | 66* |
| Cc1cccc(NC(=O)C2CCCN2C(=O)Oc2ccccc2)c1 (stereo unspecified) | 0 | 0.4 | -0.4 | 0.1 | 88* | 57* |
| Cc1ccc(CN(c2ccc(C(=O)Nc3cccnc3)cc2)S(C)(=O)=O)cc1 | 7 | 0.3 | 0.87 | 0.1 | 91* | 74* |
| CCOc1ccc(NC(=O)Cn2nnc(C(=O)NCCc3ccc(OC)c(OC)c3)c2N)cc1 | -1 | 0.2 | 0.26 | 0.7 | 32 | 79* |
| O=C(CSc1nnc(-c2cccs2)n1-c1ccccc1)N1CCCc2ccccc21 | 10 | 0.1 | 0.11 | 0.5 | 49 | 85* |

Following part
SMILES	VCAM1 TNFa inh	CYP2C9 act	TNFa cytotox	hDAT+cocaine	CYP2C19 activ	Calb biofilm kill	CYP2C19 inhib	IL1B cytotox	CYP2C9 inh
CC1CCN(C(=O)CSc2nnc(-c3ccco3)o2)CC1	11	1.1	-26	-0.32	1	13	3	-2	-6
Cc1cc(NC(=O)CSc2nc3cc(Cl)ccc3s2)no1	19	1	-10	0.12	1	.	2	-6	3
COC(=O)c1ccccc1NC(=O)C1CCN(C(=O)c2ccc(OC)cc2)CC1	-4	0.7	-4	-0.01	0.5	.	50*	-16	30
COc1ccc(Cl)cc1NC(=O)CC(C)=O	-1	3.6*	-3	0.011	0.9	-3	8	7	-261
Fc1ccccc1OCCCCn1cncn1	5	.	22	-1.5	.	8	.	6	.
O=C(Nc1ccc(Cl)cc1C(=O)N1CCOCC1)c1ccco1	.	1	.	-1	1.1	1	-9	-39	2
COc1ccc(NC(=O)NC(C)c2ccncc2)cc1OC (stereo unspecified)	3	0.4	-7	-0.99	0.8	5	21	-9	60*
COc1ccccc1-c1nnc(SCC(=O)Nc2nc(-c3ccccc3)cs2)n1C	9	0	7	0.036	0.1	1	91*	2	98*
CSc1nnnn1-c1ccc(C(=O)OCC(=O)N2CCOCC2)cc1	.	1.2	.	-0.5	1.1	6	-11	.	-18
Cc1cccc(NC(=O)CN(C)S(=O)(=O)c2ccccc2)n1	1	0.8	-7	-0.35	0.8	0	19	-16	23
CC(=O)c1c(C(C)=O)c(C)n(-c2nc(-c3ccc(C)c(C)c3)c(C)s2)c1C	2	1	8	-0.18	1	8	-1	4	4
CCOc1ccc(-n2ccnc2SCC(=O)Nc2nnc(CC)s2)cc1	-8	0.8	-30	1	0.7	5	27	-38	23
O=C(OCC(=O)c1ccccc1Br)c1ccccn1	-7	1	-8	-0.21	1	8	0	10	-5
Cc1cccc2cc(CN(Cc3ccc(F)cc3)C(=O)N(C)C)c3nnnn3c12	8	0.6	-35	-1.2	0.7	2	30	20	39
O=C(C1COc2ccccc2O1)N1CCc2ccccc21 (stereo unspecified)	4	0.7	-7	0.0061	0.1	7	92*	3	34
CC(C)C1N(S(=O)(=O)c2ccccc2)CCN1S(=O)(=O)c1ccccc1	3	0	-25	0.61	0	12	100*	-11	100*
Cc1ccccc1CN1C2=NCCCN2c2ccccc21	10	1.2	13	1.2	1.4	-3	-39	-8	-18
COc1cccc(CNC(=O)Cn2nc(-c3ccc(Cl)cc3)ccc2=O)c1	-6	0.2	-13	0.56	0.5	.	55*	-20	77*
CCOC(=O)NNC(=O)c1ccc(Cl)cc1	6	1	-15	0.076	0.9	.	7	-6	1
COc1ccc(/C(O)=C2/C(=O)C(=O)N(CCN3CCOCC3)C2c2ccccn2)cc1 (stereo unspecified)	4	1.1	-6	-0.6	1	5	-3	0	-6
CC(C)(CC(=O)N1CCN(c2ccc(Cl)cc2)CC1)CC1=NS(=O)(=O)c2ccccc2N1	-15	0.2	-17	.	0.4	0	64*	-55	79*
Cc1oc(-c2ccc3c(c2)OCCO3)cc1C(=O)O	.	0.3	.	0.63	0.1	.	88*	.	72*
O=C(O)c1cnc(-c2ccccc2)nc1Sc1ccc(Cl)cc1Cl	6	0.5	-20	-0.44	1.1	.	-7	-27	53*
CCN(C(=O)CSc1nnc(Cn2nnc3ccccc32)o1)c1nc(-c2ccccc2)cs1	3	0.6	-6	-0.35	0.7	8	26	-18	40
CCCC(=O)Nc1nc2nc(-c3ccccc3)cc(-c3ccccc3)n2n1	5	1	-7	-0.46	1	6	-4	13	1
Cc1ccc(CN(c2ccc(C(=O)N3CCc4ccccc4C3)cc2)S(C)(=O)=O)cc1	-3	0.2	5	-0.062	0.5	-1	49	12	84*
Cc1ccnc2nc(C(=O)OCCOc3cccc(Br)c3)nn12	0	1	-26	-0.16	0.9	6	9	-37	-2
O=C(OC1CCOC1=O)c1cc(-c2ccccc2)nc2ccccc12 (stereo unspecified)	-12	0.1	-6	0.014	0.5	.	49	7	88*
O=C(COc1ccc(S(=O)(=O)NC2CCCCC2)cc1)NCc1ccccn1	17	0.6	-27	0.37	0.9	11	6	-12	44
Cc1ccc(CNC(=O)CSc2n[nH]c(N)n2)cc1	-20	0.9	8	-0.83	0.8	8	20	29	14
CCOC(=O)CSc1nc(N)c(C#N)c(-c2ccc(OCC)cc2)c1C#N	8	0.5	-18	1.2	0.7	5	28	0	46
Cc1nnc(SCc2cccc(Oc3ccccc3)c2)n1N	10	0.9	-1	1.3	0.6	9	38	-114	9
Fc1ccccc1CSc1nncn1NC/C=C/c1ccccc1	13	0.8	9	-0.47	0.5	.	53*	-8	18
O=C(CCC(=O)NC1CCN(Cc2ccccc2)CC1)NCc1ccco1	.	1.1	.	1.3	1	6	4	.	-9
O=C(CN1CCOCC1)Nc1cccc(Cl)c1Cl	-3	1.3	1	-0.89	0.2	10	78*	-12	-30
O=C(c1ccco1)N1CCN(c2ncnc3c2oc2ccccc23)CC1	.	0.7	.	0.83	0.4	3	62*	10	30
CCOC(=O)Cc1csc(NC(=O)c2csc3c2CCCC3)n1	.	0.3	.	2	0.4	0	65*	.	75*
Cc1cccc(C2(c3cccc(C)c3)OC(=O)c3ccccc32)c1	-8	0.4	3	-0.16	0.5	4	47	5	62*
COc1ccc(NC(=O)C(C)N(c2ccc(C)cc2)S(C)(=O)=O)cc1 (stereo unspecified)	14	0.3	-16	0.63	0.1	-2	90*	-44	74*
COc1ccccc1Nc1ncnc2c1oc1ccccc12	10	0.8	-33	0.16	0.7	0	30	-15	20
Cc1ccc2ccccc2[n+]1CCCS(=O)(=O)[O-]	4	0.9	-13	-0.92	1	.	0	1	13
COc1cc(C2Nn3c(nnc3-c3ccccc3OC)S2)ccc1O (stereo unspecified)	-25	.	-44	0.15	.	-2	.	-39	.
COc1ccccc1CNCc1ccc(OC)c(OC)c1OC	-30	.	-20	-0.014	.	5	.	-5	.
Cc1nn(C)c(C)c1CN(C)C(=O)CCCC(=O)O	-11	.	17	0.088	.	9	.	12	.
COc1ccc(N2CCN(CCCNC(=O)CCCn3c(=O)[nH]c4ccsc4c3=O)CC2)cc1	11	0.9	-7	.	0.9	7	13	-7	13
c1ccc2c(c1)nc(N1CCOCC1)c1c3ccccc3[nH]c21	12	0.8	-44	-0.27	0.8	4	15	-34	15
O=C(c1ccccc1)N1CCN(Cc2c[nH]c3ccccc23)CC1	.	0.6	.	0.56	0.4	3	65*	0	41
